High-throughput results as filed in PubChem BioAssay.
IMPase Li inh – qHTS Assay for Identifying the Cell-Membrane Permeable IMPase Inhibitors: Potentiation with Lithium; Potency, µM (doses to about 59.4 µM), for inactives: at the highest dose activity, negative = IMPase inhibition, usual class: inhibitors; CHO-M1 cells, IP1 TR-FRET (IP-One), carbachol + lithium; hit rate 0.35% among 210,000;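 also: IP1 builds up when IMPase is blocked and the TR-FRET signal falls; potency is read from the fitted curve at half-maximal effect; plate controls were basal vehicle for no effect and high inhibitor control for full effect; nearly all actives have a fitted effect of over 50% in size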
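Test compounds were applied to CHO-M1 cells previously cultured for 16–30 h at 2000 per well. A small lithium amount accompanied them; after 30 min at 37C, IP1 was quantified by TR-FRET.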
L3MBTL1 block – qHTS Assay for the Inhibitors of L3MBTL1 | AlphaScreen L3MBTL1–H3K9me1 peptide binding | Potency, µM (highest dose often 57.1 µM), for the others: at the highest dose activity, negative = inhibition, usual class: inhibitors | hit rate 0.66% among 230,000; also: potency is read from the fitted curve at half-maximal effect; % is scaled to controls: 0 for no effect and ±100 for the full control effect; nearly all actives have a fitted effect of over 60% in size
Target sequence (Q9Y468 whole entry, looked up): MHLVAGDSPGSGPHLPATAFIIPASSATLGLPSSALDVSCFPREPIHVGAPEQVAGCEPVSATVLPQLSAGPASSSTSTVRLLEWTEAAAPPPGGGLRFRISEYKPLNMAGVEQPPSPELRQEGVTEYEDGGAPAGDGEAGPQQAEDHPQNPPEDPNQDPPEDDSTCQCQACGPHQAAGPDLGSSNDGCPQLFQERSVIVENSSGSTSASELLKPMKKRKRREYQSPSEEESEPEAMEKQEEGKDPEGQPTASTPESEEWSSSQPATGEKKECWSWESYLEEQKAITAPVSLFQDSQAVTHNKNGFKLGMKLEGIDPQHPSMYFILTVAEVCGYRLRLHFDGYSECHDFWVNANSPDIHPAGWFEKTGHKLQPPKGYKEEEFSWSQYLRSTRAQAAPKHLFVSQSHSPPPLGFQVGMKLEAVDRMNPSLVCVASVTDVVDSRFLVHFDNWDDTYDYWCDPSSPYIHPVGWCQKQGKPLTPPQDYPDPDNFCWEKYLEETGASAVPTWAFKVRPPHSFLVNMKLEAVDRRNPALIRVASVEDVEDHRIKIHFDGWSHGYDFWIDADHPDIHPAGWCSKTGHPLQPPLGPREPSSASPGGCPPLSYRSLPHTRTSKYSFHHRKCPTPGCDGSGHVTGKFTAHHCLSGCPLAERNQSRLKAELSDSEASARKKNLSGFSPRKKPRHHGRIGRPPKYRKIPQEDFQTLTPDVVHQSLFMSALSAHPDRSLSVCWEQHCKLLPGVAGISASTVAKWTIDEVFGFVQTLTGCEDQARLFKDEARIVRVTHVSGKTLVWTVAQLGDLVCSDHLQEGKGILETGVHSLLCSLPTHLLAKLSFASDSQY
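L3MBTL1 (50 nM) pre-complexed 30 min with biotinylated H3(1-15)K9me1 peptide (75 nM), then compounds added for 30 min at room temperature; AlphaScreen streptavidin donor/nickel chelate acceptor beads (10 ug/mL final) read after 30 min dark incubation.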
NPSR antagonist – qHTS Assay for Antagonists of the Neuropeptide S Receptor: cAMP Signal Transduction. CHO-NPSR cells, cAMP TR-FRET, antagonist mode. Potency, µM (series often up to 38.3 µM), for inactives: at the highest dose activity change, negative = inhibition, actives largely listed as inhibitors. hit rate 1% among 220,000; also: potency is read from the fitted curve at half-maximal effect; % is scaled to controls: 0 for no effect and ±100 for the full control effect; nearly all actives have a fitted effect of over 50% in size; many of its hits are not listed in these tables
CBFb RUNX1 block – qHTS Assay for Compounds Blocking the Interaction Between CBF-beta and RUNX1 for the Treatment of Acute Myeloid Leukemia; AlphaScreen CBFb-His/RUNX1-biotin binding, biochemical; Potency, µM (highest dose often 59.8 µM), for the others: at the top dose activity, negative = inhibition, usual class: inhibitors; 230,000 tested, under 10 active; also: % of control where 0% means no effect
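Inhibition was taken as any reduction in AlphaScreen signal from the CBF-beta–RUNX1 pair (His and biotin tags, 30 nM each), measured after compound (15 min) and bead (90 min) incubations at room temperature.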
HTT aggregate – qHTS Multiplex Assay to Identify Dual Action Probes in a Cell Model of Huntington: Aggregate Formation (GFP). PC12 HttQ103-GFP aggregates, Acumen cytometry, 40 h. Potency, µM (highest dose often 46.1 µM), for inactives: at the top dose activity change, negative = inhibition, hits mostly inhibitors. hit rate 1.1% among 220,000. AID 1688, 2009; also: potency is read from the fitted curve at half-maximal effect; % is scaled to controls: 0 for no effect and ±100 for the full control effect; nearly all actives have a fitted effect of over 60% in size
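Steps: seed 1500 PC12 HTTQ103-GFP cells/well; add tebufenozide, 100 nM final; add compound titration; add ATPLite reagent; quantify GFP aggregates by laser scanning cytometry.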
Luc counter – Counterscreen for Luciferase (Kinase-Glo TM) Inhibition. Luciferin 4-monooxygenase (Photuris pensylvanica), Q27757. Kinase-Glo luciferase, ATP luminescence, 8 min. Potency, µM (titrated, usually from 38.3 µM), inactives show top-dose activity change, negative = inhibition, most hits filed as inhibitors. hit rate 0.28% among 200,000; also: potency is read from the fitted curve at half-maximal effect; % is scaled to controls: 0 for no effect and ±100 for the full control effect; nearly all actives have a fitted effect of over 60% in size
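Light output from Kinase-Glo luciferase with luciferin and 10 uM ATP in 50 mM imidazole pH 7.2, KCl, MgCl2, Tween 20, BSA; compound pin-delivered, 8-min ambient incubation, then luminescence read.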
Epigenetic reg – Quantitative High-Throughput Screen for Regulators of Epigenetic Control | murine LDR cells, GFP reporter derepression, 30 h | Potency, µM (titrated, usually from 53.9 µM), without a hit: top-dose GFP activation, hits mostly activators | hit rate 0.2% among 280,000; also: potency is read from the fitted curve at half-maximal effect; % of control where 0% means no effect; nearly all actives have a fitted effect of over 60% in size
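Derepression of a silenced CMV-GFP reporter in murine LDR cells is scored by enumerating GFP-positive cells with a laser-scanning microplate cytometer after 30 hours of treatment at 37 C.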
* = called active by the depositor; ? = inconclusive; / = not tested or not shown; & = joins results of further samples; [ ] = another dose, or the depositor's remark. Calls follow the shape of the dose curve; as a rule, active = well fitted curve in the direction sought with a large enough effect; inconclusive = small, poorly fitted or top-dose-only effect, or another doubt; inactive = no such curve, though single readings can be large; an effect the other way counts as inactive or inconclusive. A portion of the library. The share of hits here may be higher or lower than overall.

Second line of a record: Epigenetic reg	Luc counter	CBFb RUNX1 block	HTT aggregate	NPSR antagonist	L3MBTL1 block	IMPase Li inh
- Cc1cccc(NS(=O)(=O)c2cccs2)n1
→ -2.6%	3%	8%	1%	-4%[46.1 µM]	4%	-10%[38.3 µM]
- O=C(COc1ccccc1-c1ccccc1)NN=C1CCCC1
→ -0.1%	2%	3%	13%	-10%	2%	26%
- O=C(CCS(=O)(=O)c1ccccc1)Nc1nc2cc3c(cc2s1)OCO3
→ -2.7%	/	-3%	3%[9.22 µM]	-4%	-16%	/
- O=C(O)CCCCCNS(=O)(=O)c1c(Cl)cccc1Cl
→ -0.9%	2%	-1%	-3%	-8%[46.1 µM]	-2%	2%
- O=C(CC1NCCNC1=O)Nc1ccc(Cl)c(Cl)c1 (stereo unspecified)
→ -3.5%	-4%	9%	-8%	5%	10%	-8%
- CCOC(=O)c1nn(-c2ccccc2C)c2nc(-c3ccc(C)cc3)c(C#N)c(=O)n12
→ -1.5%	1%	3%	16%	21%[46.1 µM]	/	-5%[38.3 µM]
- Cc1ncsc1CCSc1n[nH]c(=O)n1-c1ccccc1
→ -0.8%	-2%	3%	-10%	-13%[46.1 µM]	6%	-3%[38.3 µM]
- COC(=O)CC1(c2cccc3ccccc23)C(=O)c2ccccc2C1=O
→ 0.8%	-2%	-18%	-1%	?	/	52%[activator][38.3 µM]
- COc1ccc(-c2csc3nc(-c4ccccc4F)oc(=O)c23)cc1
→ 2.8%	/	-1%	-17%[9.22 µM]	39%	14%	/
- Cc1cccc(OCC(=O)NCCN2CCOCC2)c1
→ -0.7%	-2%	0%	-11%	24%[46.1 µM]	/	-10%[38.3 µM]
- CC(C)c1ccc(-n2nc3ccc(N)cc3n2)cc1
→ -1.0%	-11%	-19%	14%[9.22 µM]	5%	?	-15%
- O=C(N/N=C/c1ccco1)c1cc(C2CC2)[nH]n1
→ 0.1%	/	7%	2%[9.22 µM]	-1%	-1%	/
- CS(=O)(=O)c1sc(C#N)c2c1C(=O)CC(c1ccccc1)C2 (stereo unspecified)
→ 0.0%	/	-3%	?	?	-10%	/
- COc1cc2c(cc1OC)C(c1ccc(-c3ccccc3Cl)o1)=NCC2
→ -0.4%	-23%	-13%	?	?	/	34%[38.3 µM]
- CC(=O)CSc1nnc2c3ccccc3nc(C(C)(C)C)n12
→ 0.1%	-2%	2%	-2%	-14%	/	19%
- CC(=O)NC1(C(F)(F)F)N=C(c2ccccc2)NC1=O (stereo unspecified)
→ -1.1%	-2%	0%	-21%	12%	11%	-1%
- CCn1c(=S)[nH]c2cc(S(=O)(=O)N3CCCCC3)ccc21
→ 0.0%	2%	-1%	?	-6%[46.1 µM]	/	-9%[38.3 µM]
- O=c1[nH]c2ccccc2cc1CN(c1ccccc1)S(=O)(=O)c1ccccc1
→ 0.0%	0%	-6%	21%	-20%	-1%	2%
- O=C(CCS(=O)(=O)CCN1CCOCC1)NCNC(=O)CCS(=O)(=O)CCN1CCOCC1
→ -0.1%	-1%	5%	4%[9.22 µM]	4%	2%	6%
- CCN(CC)C(=O)Oc1ccccc1NC(C)=O
→ 6.3%	-5%	5%	-11%	-8%[46.1 µM]	-10%	12%[38.3 µM]
- Cc1ccccc1-c1n[nH]c(=S)n1C
→ -0.6%	-2%	-2%	7%	13%	-12%	-7%
- COc1ccc2cc(C(=O)O)ccc2c1
→ -1.2%	-1%	5%	8%	-16%[46.1 µM]	6%	-7%[38.3 µM]
- Cc1cc(C)n(C(=O)c2ccc(C)o2)n1
→ 0.0%	-4%	-1%	8%	9%[46.1 µM]	/	12%[38.3 µM]
- CCn1c(CC(=O)Nc2ccc(C)cc2)nnc1SCC(=O)N1CCN(c2ccccc2)CC1
→ 0.0%	0%	2%	-2%	-4%[46.1 µM]	-4%[11.4 µM]	11%[38.3 µM]
- CC(=O)N/C(=C\c1ccc(Cl)cc1)C(=O)O
→ 3.3%	/	-7%	-5%[9.22 µM]	-2%	-16%	/
- CC(/C=C\c1cccnc1)=C/C(=O)O
→ -1.1%&0.0%	0%&-2%	-17%&1%	-13%&21%	5%&-4%[46.1 µM]	28µM*	2%&9%[38.3 µM]
- COc1ccc(NC(=O)COC(=O)C23CCC(=O)N2c2ccccc2S3)cc1 (stereo unspecified)
→ -0.7%	-1%	-1%	11%	-1%[46.1 µM]	/	28%[38.3 µM]
- Cc1cc(NS(=O)(=O)c2ccc(NC(=O)c3cc(-c4ccccc4Cl)nc4ccccc34)cc2)no1
→ -0.9%	0%	-8%	32%	-38%	3%	21%
- CCC(C)NC(=O)COC(=O)c1ccccc1OCC(=O)Nc1ccc(Br)cc1 (stereo unspecified)
→ -1.1%	2%	3%	10%	12%	4%	1%
- CC(=O)N1CCN(C(=O)CCc2nc3ccccc3c(=O)[nH]2)CC1
→ -3.9%	-5%	1%	8%	-10%[46.1 µM]	/	23%[38.3 µM]
- COCCNC(=O)c1onc(CSc2ccccc2F)c1C(=O)O
→ 3.6%	2%	3%	-3%	-1%[46.1 µM]	9%	1%[38.3 µM]
- COC(=O)Nc1ncc(CN2CCc3ccccc3C2)s1
→ 0.0%	0%	8%	-16%	-3%[46.1 µM]	/	18%[38.3 µM]
- Cc1cccc(-n2ncc3c(N4CC(C)CC(C)C4)ncnc32)c1 (stereo unspecified)
→ -1.6%	0%	9%	22µM*	-25%[46.1 µM]	/	11%[38.3 µM]
- Cc1cc(-c2ccccc2C(=O)O)on1
→ -4.1%	-5%	6%	1%	-9%[46.1 µM]	-3%	-28%[38.3 µM]
- CCOCCOC(=O)CCSc1n[nH]c(=O)[nH]c1=O
→ -0.9%	-3%	3%	12%	3%[46.1 µM]	3%	-20%[38.3 µM]
- CNC(=O)C1CCC(=O)N1Cc1ccccc1Cl (stereo unspecified)
→ -1.0%	-3%	4%	16%	7%[46.1 µM]	/	11%[38.3 µM]
- Cc1ccc(N2C(=O)NC(NC(=O)C3CC3)(C(F)(F)F)C2=O)cc1 (stereo unspecified)
→ 2.1%	-3%	7%	12%	12%	7%	-5%
- CC(C)(C)c1cnnn1-c1ccc(-c2csc(N)n2)cc1
→ -0.9%	8%	0%	6%	-18%[46.1 µM]	3%	-6%
- CCC(/C=C1\Sc2ccc(OC)cc2N1CCO)=C\c1sc2ccc(OC)cc2[n+]1CCO
→ -3.0%	10µM*	?	?	10µM*	?	57%[activator]
- COC(=O)c1cc2ccsc2n1CC(=O)N1CCCc2ccccc21
→ -2.0%	1%	3%	17%	?	?	19%[38.3 µM]
- O=c1cc(CSc2nnnn2-c2ccccc2)nc(Nc2ccc(F)cc2)[nH]1
→ 0.7%	1%	-6%	?	-19%[46.1 µM]	/	28%[38.3 µM]
- C(=N\Nc1nc(-c2cccnc2)nc2ccccc12)/c1ccccc1
→ 0.1%	/	-1%	-10%[9.22 µM]	-17%	1%	/
- COc1cccc(NC(=S)N2CCCC2c2ccc(OC)c(OC)c2)c1 (stereo unspecified)
→ 0.0%	/	6%	-15%	-2%	/	1%
- COc1cc(OC)c(OC)cc1/C=C/C(=O)c1ccc(NS(=O)(=O)c2ccc(C)cc2)cc1
→ -1.8%	-2%	-15%	8%	-18%	2%	-3%
- Cc1ccc(NC(=O)c2cc(N3C(=O)C=CC3=O)ccc2N2CCOCC2)cc1Cl
→ 2.1%	-2%	4%	?	?	-7%	14%
- CCn1c(=O)n(CC(=O)Nc2cccc(OC)c2)c(=O)c2ccccc21
→ 0.0%	-2%	10%	2%	0%[46.1 µM]	-3%	7%[38.3 µM]
- COc1ccc(/C=N/NC(=O)c2cccc(Br)c2)cc1Cn1cc(Cl)cn1
→ -1.2%	-1%	4%	-7%	?	-4%	3%[38.3 µM]
- COC(=O)c1sc(-c2ccccc2)cc1NC(=O)c1ccc(OC)cc1
→ -2.5%	4%	8%	-5%	-4%	6%	-3%
- Cc1nccn1CC(=O)N/N=C/c1cc(Br)cs1
→ 0.4%	/	9%	-12%[9.22 µM]	7%	-2%	/
- Cc1cc2cc(CNC(=O)c3ccc(Br)o3)ccc2n1C
→ 0.0%	/	/	7%[9.22 µM]	-18%	/	/
- N#C/C(=C\c1ccc(O)c(O)c1)C(=O)OCCc1cccs1
→ 8.5%	1%	/	/	/	/	13%
- O=C(c1cccc(F)c1F)N1CCCC1
→ -0.8%	5%	-1%	16%	20%[46.1 µM]	-12%	11%
- COc1ccc(NC(=O)N2CCN(S(C)(=O)=O)CC2)cc1OC
→ 0.2%	-2%	-4%	-2%	-1%[46.1 µM]	-1%	-5%[38.3 µM]
- CC(=O)N1CC2(NC(=O)c3ccccc3N2)c2ccccc21 (stereo unspecified)
→ 1.1%	/	6%	14%[9.22 µM]	-10%	2%	2%
- Cc1ccc(Cl)cc1N1CCN(C(=O)C2(S(=O)(=O)c3ccc(Cl)cc3)CC2)CC1
→ -1.0%	20%	5%	-27%	-26%[46.1 µM]	/	19%[38.3 µM]
- Cc1ccc2c(c1)-c1c(cnn1CC(=O)Nc1ccccc1N1CCN(C)CC1)CO2
→ -1.0%	3%	-2%	6%	7%	-7%	16%
- COC(=O)C1=C(C)NC(=O)NC1c1ccc(-c2ccc(Cl)cc2)o1 (stereo unspecified)
→ -6.2%	-1%	-4%	21%[9.22 µM]	28%	-6%	10%
- COc1ccc(CNC(=O)c2ccc(C(C)(C)C)cc2)cc1
→ -8.7%	1%	-6%	39%[9.22 µM]	19%	47%[activator]	1%
- Nc1nnc(SCC(=O)N2CCN(Cc3ccccc3)CC2)s1
→ -0.2%	-2%	4%	3%	-1%[46.1 µM]	/	20%[38.3 µM]
- COc1cccc(N2CCN(c3ncccn3)CC2)c1
→ -1.2%	-8%	-7%	27%	-6%[46.1 µM]	-7%	-4%[38.3 µM]
- COc1ccc(CC(=O)Nc2nc3ccccc3[nH]2)cc1
→ -2.6%	/	3%	8%[9.22 µM]	-2%[7.67 µM]	61%[activator]	/
- CC1CN(c2nnnn2-c2ccccc2)CC(C)O1 (stereo unspecified)
→ -5.2%	-4%	5%	6%	3%[46.1 µM]	4%	-3%[38.3 µM]

Quoted at random: two compounds from above
Second line of a record: Epigenetic reg	Luc counter	CBFb RUNX1 block	HTT aggregate	NPSR antagonist	L3MBTL1 block	IMPase Li inh
- Cc1ccc(Cl)cc1N1CCN(C(=O)C2(S(=O)(=O)c3ccc(Cl)cc3)CC2)CC1
→ -1.0%	20%	5%	-27%	-26%[46.1 µM]	/	19%[38.3 µM]
- CC1CN(c2nnnn2-c2ccccc2)CC(C)O1 (stereo unspecified)
→ -5.2%	-4%	5%	6%	3%[46.1 µM]	4%	-3%[38.3 µM]
